FadD28 FP inh – inhibitors of FadD28 bisubstrate probe binding, primary screen, biochemical, fluorescence polarization, single point | Mycobacterium tuberculosis FadD28 fatty-acid-AMP ligase | inhibition, % at 12.5 µM | 360,000 tested, 0.22% active; in the data active = inhibition above about 8.5%, passing the limit was not always enough; inconclusive = no clear call, values can overlap the other calls
Mtb UGM inh – M. tuberculosis UGM enzyme inhibitors, primary screen, biochemical, fluorescence polarization, single point; UDP-galactopyranose mutase (Mycobacterium tuberculosis (strain ATCC 25618 / H37Rv)), …; purified UGM, fluorescence polarization probe displacement; inhibition, % at 10 µM; 320,000 tested, 0.06% active; in the data active = inhibition above about 10%, passing the limit was not always enough; inconclusive = no clear call, values can overlap the other calls
Target sequence (P9WIQ1 whole entry, looked up): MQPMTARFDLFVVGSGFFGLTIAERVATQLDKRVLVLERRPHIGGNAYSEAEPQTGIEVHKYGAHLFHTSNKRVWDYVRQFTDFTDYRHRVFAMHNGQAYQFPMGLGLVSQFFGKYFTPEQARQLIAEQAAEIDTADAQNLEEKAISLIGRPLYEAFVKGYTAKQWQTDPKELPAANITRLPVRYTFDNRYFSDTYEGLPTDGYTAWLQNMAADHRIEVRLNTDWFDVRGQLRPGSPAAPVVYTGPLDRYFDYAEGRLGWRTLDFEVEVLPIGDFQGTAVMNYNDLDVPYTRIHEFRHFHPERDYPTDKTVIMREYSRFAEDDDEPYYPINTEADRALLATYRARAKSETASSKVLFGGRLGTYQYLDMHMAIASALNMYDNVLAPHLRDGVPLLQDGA
Mtb FBA inh – Mtb FBA enzyme inhibitors, primary screen, biochemical, fluorescence, strain H37Rv | purified M. tuberculosis FBA, fluorescence read-out | inhibition, % at 1 µM | 360,000 tested, 2.3% active; in the data active = inhibition above about 27%;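 also: 0% = vehicle and 100% = reference inhibitor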
Target sequence (P9WQA3 whole entry, looked up): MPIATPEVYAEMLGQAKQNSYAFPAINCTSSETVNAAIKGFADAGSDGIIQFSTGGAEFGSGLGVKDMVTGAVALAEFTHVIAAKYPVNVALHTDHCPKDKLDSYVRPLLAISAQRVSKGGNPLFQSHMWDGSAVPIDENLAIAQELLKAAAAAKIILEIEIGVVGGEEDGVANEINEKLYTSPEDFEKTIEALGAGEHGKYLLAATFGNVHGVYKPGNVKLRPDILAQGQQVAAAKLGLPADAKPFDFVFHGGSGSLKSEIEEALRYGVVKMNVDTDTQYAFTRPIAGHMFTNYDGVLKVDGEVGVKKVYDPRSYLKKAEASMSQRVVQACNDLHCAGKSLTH
Anthrax LF inh2 – Bacillus anthracis LF protease inhibitors, primary screen, biochemical, multiplex microsphere, MLPCN library; Lethal factor (Bacillus anthracis), P15917; multiplex microsphere protease cleavage assay; inhibition, % at 10 µM; 360,000 tested, 0.12% active; AID 588501, 2011; also: plate controls were buffer without enzyme for full effect and enzyme alone for no effect
PfHsp40 yeast – rescue of yeast from PfHsp40 toxicity, primary screen, S. cerevisiae, ATP luminescence; S. cerevisiae expressing PfHsp40, growth rescue; growth rescue, % at 12.5 µM; 340,000 tested, 0.68% active; AID 504582, 2011; in the data active = growth rescue above about 28%, passing the limit was not always enough; inconclusive = no clear call, values can overlap the other calls;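 also: yeast W303a lacking pdr1 and pdr3 grown in galactose medium; growth measured after three days at 30 °C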
BioA inh – M. tuberculosis BioA enzyme inhibitors, primary screen, biochemical, plate reader, single point, HTS; AID 602481, 2012; 360,000 tested, 0.096% active; 7,8-diaminopelargonic acid synthase BioA (Mycobacterium tuberculosis); purified M. tuberculosis BioA enzyme; inhibition, % at 9.99 µM; in the data active = inhibition above about 40%; inconclusive = no clear call, values can overlap the other calls
BoNT-F LC inh – BoNT/F light chain protease inhibitors, primary screen, biochemical, flow cytometry, MLPCN library; inhibition, % at 10 µM; 360,000 tested, 0.22% active; Multiplex microsphere protease cleavage assay; AID 588497, 2011; Botulinum neurotoxin type F light chain protease (Clostridium botulinum); in the data active = inhibition above about 35%, passing the limit was not always enough; inconclusive = no clear call, values can overlap the other calls; also: plate controls were buffer without enzyme for full effect and enzyme alone for no effect
BoNT-A LC inh2 – BoNT/A light chain protease inhibitors, primary screen, biochemical, flow cytometry, MLPCN library; Botulinum neurotoxin type A light chain protease (Clostridium botulinum A str. ATCC 3502); multiplex microsphere protease substrate cleavage; inhibition, % at 10 µM; 360,000 tested, 0.17% active; AID 588499, 2011; also: plate controls were buffer without enzyme for full effect and enzyme alone for no effect
GDH-TPI counter – GDH-TPI coupling enzyme inhibitors, primary screen, artefact control for M. tuberculosis FBA inhibitor project, biochemical, absorbance, full deck; GDH-TPI coupled enzyme counterscreen, NADH absorbance; inhibition, % at 4.8 µM; 360,000 tested, 1.2% active; AID 588335, 2011; in the data active = inhibition above about 30%;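 also: 0% = DMSO wells and 100% = wells lacking the enzyme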
An asterisk follows results filed as active; ? = inconclusive; . = no result given; + = active, no number. Rule as the data show it, unless noted: active = inhibition above about 30%; inconclusive = no clear call, values can overlap the other calls; inactive = below that.

item	compound	BoNT-A LC inh2	Mtb UGM inh	Anthrax LF inh2	BoNT-F LC inh	FadD28 FP inh
1	O=C(Oc1cccc2ccccc12)c1ccco1	-0.3	-1.7	-1	-6	-1.2
2	N=c1ccccn1CC(O)COc1ccccc1 (configuration not stated)	0.0	0.6	-2	-3	-3.3
3	CN(CCO)c1ccc(C=NNc2ccc([N+](=O)[O-])cc2S(=O)(=O)Nc2ccccc2C(=O)O)cc1	-0.5	3.8	-3	-5	32*
4	O=c1oc2ccccc2c(Nc2ccc(F)cc2)c1[N+](=O)[O-]	-0.4	1.9	0	-2	-4.3
5	COc1c2c(nc3ccccc13)OC(C(C)(O)CO)C2 (configuration not stated)	0.6	-0.5	1	10	-2.7
6	COC(=O)C1=C(c2cccc(OCc3ccccc3)c2)C[C@@H]2CC[C@H]1N2C(=O)NCc1ccc(F)cc1	0.0	-1.0	5	-9	-4.6
7	COc1ccc(OC)c(S(=O)(=O)N2CCCC(C(=O)N3CCOCC3)C2)c1 (configuration not stated)	-0.9	-0.3	2	-6	.
8	CNc1cccc(-c2ccc(C(C)=O)s2)n1	-0.1	.	-3	2	-4.1
9	Cc1cccc(C(=O)NNC(=O)CCCCC(=O)NNC(=O)c2cccc(C)c2)c1	-1.2	-1.3	-5	8	0.6
10	O=C(NC(=O)c1cnccc1C(F)(F)F)Nc1ccccc1	-0.4	-0.7	-4	-13	-1.1
11	Cc1sc(-c2ccncc2)nc1OC(=O)c1ccccc1	.	2.4	.	.	-3.9
12	Cc1cc(NC(=O)Nc2ccccc2)n(-c2ccccc2)n1	0.2	1.0	0	-2	-1.8
13	CCCCCC(=O)Nc1cccc(C2=NOC3(C2)C[C@@H](C(N)=O)N(C(=O)C2(C)CC2)C3)c1 (some centres not stated)	-0.7	-2.5	-12	-4	-3.6
14	CCc1cccc2sc(NC(=O)c3ccc(N4C(=O)CCC4=O)cc3)nc12	-0.2	-1.1	-5	-7	-0.4
15	CNc1ncnc2c1ncn2[C@H]1CN(Cc2ccc(-c3ccccc3)cc2)C[C@@H](CO)O1	-0.5	.	0	-3	-5.3

item	BioA inh	GDH-TPI counter	Mtb FBA inh	PfHsp40 yeast
1	-1.7	-8	-2	-0.9
2	-0.4	-2	3	-0.3
3	12	33*	-19	.
4	.	12	-6	-1.6
5	-0.4	1	0	0.3
6	-1.7	-4	-3	0.9
7	-0.6	1	0	-0.9
8	2.1	5	0	.
9	-4.2	-2	-3	-0.8
10	0.0	17	0	1.1
11	-2.7	9	3	1.2
12	-1.1	2	1	-1.3
13	0.8	10	1	0.8
14	-2.8	-3	4	0.2
15	-0.2	1	2	.

The final two entries of the part before lead into the next:
item	compound	BoNT-A LC inh2	Mtb UGM inh	Anthrax LF inh2	BoNT-F LC inh	FadD28 FP inh
14	CCc1cccc2sc(NC(=O)c3ccc(N4C(=O)CCC4=O)cc3)nc12	-0.2	-1.1	-5	-7	-0.4
15	CNc1ncnc2c1ncn2[C@H]1CN(Cc2ccc(-c3ccccc3)cc2)C[C@@H](CO)O1	-0.5	.	0	-3	-5.3
16	COc1ccc(-c2oc3cccnc3c2C#CC2(O)CCCCC2)cc1	-2.2	-0.6	-5	-37	-8.9
17	COc1cc2nc(-c3cccs3)oc(=O)c2cc1OC	0.1	2.7	2	-3	-3.3
18	CN1C(=O)/C(=C2\SC(=S)N(C(CCC(=O)O)C(=O)O)C2=O)c2ccccc21 (configuration not stated)	-0.2	8.3	3	10	-0.6
19	CCc1ccccc1N=C1S/C(=C/c2ccccc2OCC(=O)N2CCOCC2)C(=O)N1C	-0.3	0.7	-2	-4	-3.1
20	CC(C)Cc1nc(Nc2ccccc2C#N)c2nnn(Cc3ccccc3)c2n1	1.5	-1.0	0	?	-5.4
21	N=c1c2c(n(Cc3ccc(Cl)cc3)c3c1CCC3)CCC2	-1.5	0.5	-1	-1	-3.9
22	COC(=O)c1cn(NC(=O)C2COc3ccccc3O2)c(=O)c2ccccc12 (configuration not stated)	1.2	1.1	1	4	-2.0
23	CCOc1ccc(OCCC(=O)NNC(=O)c2ccccc2Cl)cc1	0.6	0.1	-3	3	0.1
24	Cc1ccc(-c2cn(-c3ccccc3)c(=S)[nH]2)cc1C	-2.3	5.9	1	3	-3.4
25	Cc1cc(C(=O)CCl)c(C)n1-c1c(C)n(C)n(-c2ccccc2)c1=O	-0.8	2.1	-1	-5	0.1
26	O=C(Nc1ccc(F)cc1)Oc1ccccc1N1CCOCC1	-0.2	-0.5	-4	5	-1.5
27	COc1ccccc1Nc1nc(-c2ccccc2O)nc2ccccc12	0.6	-2.0	-1	4	-4.4
28	O=C(O)C(C(O)c1ccc([N+](=O)[O-])cc1)[n+]1ccccc1 (configuration not stated)	0.9	-3.4	-6	-34	-2.7
29	O=C1CN2NC(=S)N(c3ccc(Cl)cc3)C2=CN1c1ccc(Cl)cc1	0.2	0.2	-1	2	-3.5
30	c1ccc(-c2nnc(CN3CCCc4ccccc43)o2)cc1	20	2.2	-12	?	-5.1

item	BioA inh	GDH-TPI counter	Mtb FBA inh	PfHsp40 yeast
14	-2.8	-3	4	0.2
15	-0.2	1	2	.
16	-2.1	34*	+	8.4
17	.	4	-2	0.6
18	-2.3	11	0	-1.1
19	-0.6	12	-2	2.6
20	-2.4	1	-2	4.4
21	31	-14	0	-0.8
22	0.5	20	-7	1.2
23	-0.3	2	0	-0.2
24	.	-14	1	0.3
25	.	-2	1	1.3
26	.	0	1	-0.6
27	.	11	-3	2.9
28	-2.4	3	0	1.1
29	.	0	3	-1.6
30	-1.4	-5	1	1.0

Following part
item	compound	BoNT-A LC inh2	Mtb UGM inh	Anthrax LF inh2	BoNT-F LC inh	FadD28 FP inh
31	C/C(=N\NC(=O)c1ccccc1O)c1c(O)n(C2CCCCC2)c(=O)[nH]c1=O	1.5	0.1	-3	-3	12*
32	CC1(c2nnc(-c3ccccc3)o2)CC(c2ccc(Cl)cc2)=NO1 (configuration not stated)	0.1	-1.1	-3	-3	-4.3
33	CC(CN1CCCCCC1)C(=O)NN (configuration not stated)	0.7	-0.3	-8	-4	-2.1
34	O=C(NCc1ccccn1)c1c(-c2ccccc2)sc2ccccc12	0.0	0.4	7	-19	-0.2
35	CCOC(=O)C1CCCN(C(=O)Nc2c(-c3ccccc3)noc2C)C1 (configuration not stated)	0.4	0.2	1	3	0.1
36	Cc1cccc(C2=NN(c3ccc(Br)cc3)[C@@H](C(=O)N3CCOC3=O)[C@@H]2c2ccc(F)cc2)c1	1.1	-2.3	4	4	0.7
37	O=C(CSc1ncccn1)Nc1ncc(C(F)(F)F)cc1Cl	-0.5	-3.5	4	-2	-2.1
38	CC1(C)Oc2cc3oc(=O)ccc3cc2C[C@@H]1O	-0.1	3.7	-4	-7	-0.3
39	Cc1cc(-n2nc(C)cc2C)nc(NS(=O)(=O)c2ccccc2Cl)n1	-1.0	3.2	-10	0	-3.3
40	CCOC(=O)c1c(N)sc2c1CCC(C)C2 (configuration not stated)	-1.8	-1.8	-4	-12	0.7
41	O=c1[nH]ccc2c([N+](=O)[O-])cccc12	-0.4	1.8	-1	-4	-2.4
42	CCCN1CCN(CCNC(=O)Nc2cc(C)ccc2C)CC1	2.7	3.0	-4	-2	.
43	Nn1c(SCC(=O)NC2CCCc3ccccc32)nnc1C1CC1 (configuration not stated)	.	3.7	.	.	1.4
44	COc1ccc(NC(=O)C(NC(C)=O)C(=O)NCc2ccc(F)cc2)cc1 (configuration not stated)	1.1	0.6	0	29	-1.3
45	COCCn1c(C)cc(/C=C2/NC(=O)N(c3cccc(Cl)c3)C2=O)c1C	0.5	0.0	-2	-4	-0.3

item	BioA inh	GDH-TPI counter	Mtb FBA inh	PfHsp40 yeast
31	2.3	46*	2	79*
32	-0.4	8	1	10
33	.	-3	2	-0.5
34	-3.8	11	0	1.7
35	-2.5	-8	5	-0.1
36	-4.4	11	42*	-1.6
37	0.0	-8	2	-0.6
38	3.9	14	65*	-0.5
39	-3.7	-7	2	-0.2
40	-2.3	2	9	-1.1
41	.	5	0	2.4
42	-0.1	-1	0	-2.3
43	0.3	-6	3	-0.1
44	-1.4	9	-1	-1.9
45	.	10	-1	-1.8

Remaining list, next part:
item	compound	BoNT-A LC inh2	Mtb UGM inh	Anthrax LF inh2	BoNT-F LC inh	FadD28 FP inh
46	COc1ccc(NC(=O)c2noc(C(C)C)c2[N+](=O)[O-])cc1	0.0	-1.6	-5	-6	-0.9
47	Cc1ccc(C(=O)N2CC(C)SC2=Nc2cccc(S(=O)(=O)N(C)C)c2)cc1 (configuration not stated)	0.4	1.5	0	-8	-2.5
48	O=C(Nc1cccc2ccccc12)NC1CCCCC1O (configuration not stated)	0.2	1.2	-4	-2	0.1
49	CCOCCCNC(=O)c1cc(Sc2ccc(C)cc2)nc2ccccc12	-0.8	1.2	3	-29	0.6
50	CC(NC(=O)c1ccc2nc[nH]c2c1)c1ccccc1 (configuration not stated)	0.2	-0.2	2	4	?
51	Cc1ccc(-c2c(C(=O)NNC(=S)NCC3CCCO3)csc2C)cc1 (configuration not stated)	-0.1	1.6	-4	1	-3.4
52	COc1ccc(/C(C)=N/NC(=O)c2ccc(NS(=O)(=O)c3cccs3)cc2)cc1	-0.3	0.1	-2	9	1.5

item	BioA inh	GDH-TPI counter	Mtb FBA inh	PfHsp40 yeast
46	3.4	6	-2	3.3
47	1.0	-4	0	2.1
48	-3.8	5	24	-0.5
49	.	16	0	3.0
50	.	-4	3	-1.2
51	.	-11	2	-0.9
52	-1.8	15	7	0.5

A draw from above in order of number of heavy atoms, descending:
item	compound	BoNT-A LC inh2	Mtb UGM inh	Anthrax LF inh2	BoNT-F LC inh	FadD28 FP inh
19	CCc1ccccc1N=C1S/C(=C/c2ccccc2OCC(=O)N2CCOCC2)C(=O)N1C	-0.3	0.7	-2	-4	-3.1
31	C/C(=N\NC(=O)c1ccccc1O)c1c(O)n(C2CCCCC2)c(=O)[nH]c1=O	1.5	0.1	-3	-3	12*
44	COc1ccc(NC(=O)C(NC(C)=O)C(=O)NCc2ccc(F)cc2)cc1 (configuration not stated)	1.1	0.6	0	29	-1.3
51	Cc1ccc(-c2c(C(=O)NNC(=S)NCC3CCCO3)csc2C)cc1 (configuration not stated)	-0.1	1.6	-4	1	-3.4
34	O=C(NCc1ccccn1)c1c(-c2ccccc2)sc2ccccc12	0.0	0.4	7	-19	-0.2
26	O=C(Nc1ccc(F)cc1)Oc1ccccc1N1CCOCC1	-0.2	-0.5	-4	5	-1.5
46	COc1ccc(NC(=O)c2noc(C(C)C)c2[N+](=O)[O-])cc1	0.0	-1.6	-5	-6	-0.9
48	O=C(Nc1cccc2ccccc12)NC1CCCCC1O (configuration not stated)	0.2	1.2	-4	-2	0.1
24	Cc1ccc(-c2cn(-c3ccccc3)c(=S)[nH]2)cc1C	-2.3	5.9	1	3	-3.4
40	CCOC(=O)c1c(N)sc2c1CCC(C)C2 (configuration not stated)	-1.8	-1.8	-4	-12	0.7
41	O=c1[nH]ccc2c([N+](=O)[O-])cccc12	-0.4	1.8	-1	-4	-2.4

item	BioA inh	GDH-TPI counter	Mtb FBA inh	PfHsp40 yeast
19	-0.6	12	-2	2.6
31	2.3	46*	2	79*
44	-1.4	9	-1	-1.9
51	.	-11	2	-0.9
34	-3.8	11	0	1.7
26	.	0	1	-0.6
46	3.4	6	-2	3.3
48	-3.8	5	24	-0.5
24	.	-14	1	0.3
40	-2.3	2	9	-1.1
41	.	5	0	2.4

Screening results (PubChem)
